Source: PubChem BioAssay (National Center for Advancing Translational Sciences (NCATS))
DRD3 agonist: D3 dopamine receptor (human) agonism | P35462 | D3R DiscoveRx beta-arrestin cells, luminescence, 90 min | max activation, % | actives 0.58% (n = 410,000); in the data active = max activation above about 30%; also: 0% is about no effect; mostly tested at two doses, the higher about 12 µM
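Agonist mode: compounds and dopamine controls were applied to plated cells for 90 min at 37 degrees C after an overnight attachment at 1500 cells/well. Luminescent read-out followed 30 - 60 minutes at room temperature with DiscoveRx detection reagent.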
PLK1 PBD inh: inhibitors of human PLK1 polo-box domain binding; P53350; Plk1 PBD binding of FITC phosphopeptide, fluorescence polarization; Potency, µM, without a hit: max response, negative = inhibition, usual class: inhibitors; actives 2.8% (n = 360,000); also: potency is read from the fitted curve at half-maximal effect; series mostly up to about 57 µM; % is scaled to controls: 0 for no effect and ±100 for the full control effect; nearly all actives have a fitted effect of over 65% in size
Target sequence (P53350 whole entry, looked up, the tested form may be a part): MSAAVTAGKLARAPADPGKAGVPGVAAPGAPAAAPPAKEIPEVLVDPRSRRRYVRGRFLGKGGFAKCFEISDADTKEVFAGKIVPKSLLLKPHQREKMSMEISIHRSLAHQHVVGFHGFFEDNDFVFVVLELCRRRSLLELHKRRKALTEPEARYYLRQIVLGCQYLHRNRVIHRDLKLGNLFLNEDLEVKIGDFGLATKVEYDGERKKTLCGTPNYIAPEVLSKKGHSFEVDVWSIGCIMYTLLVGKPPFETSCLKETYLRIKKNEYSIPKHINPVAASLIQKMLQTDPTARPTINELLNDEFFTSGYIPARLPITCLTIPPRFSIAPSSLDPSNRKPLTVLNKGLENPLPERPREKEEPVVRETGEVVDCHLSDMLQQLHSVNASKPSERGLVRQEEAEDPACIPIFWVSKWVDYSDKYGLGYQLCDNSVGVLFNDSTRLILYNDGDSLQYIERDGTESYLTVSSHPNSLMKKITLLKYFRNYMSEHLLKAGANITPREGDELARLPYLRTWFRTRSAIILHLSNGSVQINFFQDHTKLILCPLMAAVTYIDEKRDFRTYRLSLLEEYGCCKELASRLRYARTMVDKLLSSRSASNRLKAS
PI5P4Ka inh: inhibitors of human PI5P4K alpha | AID 652105 | PI5P4Kalpha enzyme, ADP-Glo luminescence, 60 min; active compounds read low | actives 1.2% (n = 330,000) | max response, %; active = max response of -50% or lower; inconclusive = between -30% and -50%; inactive = -30% or higher; also: value at the top dose of about 77 µM; % is scaled to controls: 0 for no effect and ±100 for the full control effect
Target sequence (P48426 whole entry, looked up): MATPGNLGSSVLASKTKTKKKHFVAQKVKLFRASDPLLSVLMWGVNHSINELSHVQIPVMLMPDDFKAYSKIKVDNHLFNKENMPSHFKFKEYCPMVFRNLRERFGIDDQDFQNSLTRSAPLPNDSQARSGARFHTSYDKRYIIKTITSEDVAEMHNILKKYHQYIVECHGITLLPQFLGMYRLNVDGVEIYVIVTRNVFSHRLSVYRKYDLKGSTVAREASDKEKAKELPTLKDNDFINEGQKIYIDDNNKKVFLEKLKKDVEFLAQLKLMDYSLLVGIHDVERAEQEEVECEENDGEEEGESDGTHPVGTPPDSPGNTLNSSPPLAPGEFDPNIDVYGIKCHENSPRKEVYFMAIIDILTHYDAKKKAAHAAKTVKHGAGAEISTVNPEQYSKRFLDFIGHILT
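Reactions run in 0.038 M HEPES pH 7.4, 0.28 mM EGTA, 0.1% CHAPS and 5% DMSO, with PI5P4Kalpha, substrate, compound and 5 microM ATP final, one hour at room temperature. Readout is ADP-Glo luminescence.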
GLP-1R agonist: GLP-1 receptor (human) agonism | HEK293 GLP-1R CRE-luciferase, luminescence, 4-6 h; cells express a hypersensitive GLP-1R form | Potency, µM (titrated, usually from 45.6 µM), for inactives: at the highest dose activation, most hits filed as activators | actives 0.007% (n = 380,000); also: potency is read from the fitted curve at half-maximal effect; % of control where 0% means no effect
GLP-1R inv ag: acts as inverse agonist at human GLP-1 receptor. HEK293 GLP-1R CRE-luciferase, luminescence, 24 h; GLP-1R form is constitutively active. actives 1.6% (n = 410,000). Potency, µM (highest dose often 38.3 µM), for inactives: at the highest dose activity change, negative = inhibition, actives largely listed as inhibitors; also: potency is read from the fitted curve at half-maximal effect; % is scaled to controls: 0 for no effect and ±100 for the full control effect; nearly all actives have a fitted effect of over 55% in size
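Cells are plated, allowed 12 hours at 37 deg C, then treated with compounds for 24 hr before luciferase detection reagent is added and luminescence is read after 12 min at room temperature. The HEK293 line carries constitutively active GLP-1R with a cAMP-responsive reporter.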
HEK293 tox: cytotoxicity in counter-screen for GLP-1R inverse agonists; HEK293 cAMP-luciferase reporter cells, luminescence, 24 h; Potency, µM (highest dose often 38.3 µM), for inactives: at the top dose activity change, negative = inhibition, usual class: inhibitors; AID 624418; actives 0.13% (n = 410,000);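 also: loss of luciferase light is scored as toxicity; potency is read from the fitted curve at half-maximal effect; % is scaled to controls: 0 for no effect and ±100 for the full control effect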
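Luminescence readout: signal drop marks cytotoxicity. Plated cells grew 12 h at 37 °C, 5% CO2, received 23 nL compound for 24 h, then got luciferase reagent, read after 12 min at RT.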
IL2 activator: activators of IL-2. IL-2 activation reporter assay, cell-based qHTS; stimulated with anti-CD3/CD4/CD28 beads; in transgenic mouse T cells. activation, % (series mostly up to about 46 µM). AID 652025. actives 0.065% (n = 360,000); in the data active = activation above about 50%; inconclusive = mostly about 30% to 49%; also: 0% is about no effect
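Unstimulated transgenic mouse T cells preincubated 60 min with compound, then stimulated with anti-CD3/anti-CD4-coated beads plus anti-CD28 for 18 h at 37 degrees C. IL-2 response read as EGFP and DsRed fluorescence by plate cytometry.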
DRD3 antagonist: blocks the human D3 dopamine receptor. P35462. D3R cells, DiscoveRx beta-arrestin luminescence, antagonist mode; active compounds read low. max response, negative = inhibition, %. actives 2.5% (n = 360,000). AID 652054; in the data active = max response below about -50%; inconclusive = no clear call, values can overlap the other calls; also: % is scaled to controls: 0 for no effect and ±100 for the full control effect; mostly tested at two doses, the higher about 12 µM
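Cells expressing the human receptor were seeded at 1500 cells/well, incubated overnight at 37 degrees C in 5% CO2, then exposed to library compounds with dopamine controls for 90 minutes at 37 degrees C before luminescent detection.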
WRN helicase inh: blocks human WRN helicase | WRN helicase unwinding, fluorescent forked duplex, kinetic | Potency, µM (doses to about 114 µM), without a hit: top-dose activity change, negative = inhibition, most hits filed as inhibitors | AID 651768 | actives 0.46% (n = 360,000); also: potency is read from the fitted curve at half-maximal effect; % is scaled to controls: 0 for no effect and ±100 for the full control effect; nearly all actives have a fitted effect of over 55% in size
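WRN at 20 nM final was preincubated with compound for 15 min at room temperature; reaction started with 100 nM forked duplex oligonucleotide carrying fluorophore and quencher plus 2 mM ATP (final). Unwinding followed kinetically by red fluorescence (ex 525/em 598 nm).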
* marks the source's active call; other numbers are inactive results; ? = inconclusive; nt = no result given; [ ] = remark or other dose. Unless noted, calls follow the shape of the dose curve; as a rule, active = well fitted curve in the direction sought with a large enough effect; inconclusive = small, poorly fitted or top-dose-only effect, or another doubt; inactive = no such curve, though single readings can be large; an effect the other way counts as inactive or inconclusive. Not a hit list. About 7.8% of those tested had a hit in this group.

SMILES	DRD3 agonist	PLK1 PBD inh	PI5P4Ka inh	GLP-1R agonist	GLP-1R inv ag	HEK293 tox	IL2 activator	DRD3 antagonist	WRN helicase inh
Cc1ccc(C(=O)Cn2nc(C)c([N+](=O)[O-])c2C)c(C)c1	-13	-16%	-3	13%	?	5%	3.0	-14	1%
CCOCCn1c(CCCO)nc2ccccc21	-1	-7%	0	1%	4%	14%	1.4	8	10%
CCCC(=O)Nc1ccc(C(=O)NN=C(C2CC2)C2CC2)cc1	4	-14%	-5	-4%	7%	-1%	-0.4	36	-18%
COCCCN1C(=O)C(=O)/C(=C(/O)c2ccc(S(=O)(=O)N3CCOCC3)cc2)C1c1ccc(C(C)C)cc1 (configuration not stated)	-13	-14%	-1	-5%	10%	18%	-2.0	-20	-7%
COc1ccc(C(=O)OCc2cc(=O)oc3c(C)c(C)ccc23)cc1S(=O)(=O)N1CCOCC1	3	-3%	10	8%	6%	6%	4.4	35	0%
C=CCn1c(N)c(C(=O)NC2CCCCC2)sc1=S	16	-6%	nt	8%	-5%	4%	-1.6	-17	-4%
Cc1cnc(CN(C)C(=O)c2cc(COc3c(F)cccc3F)on2)[nH]1	-5	-14%	0	5%	-9%	7%	-2.1	?	7%
Nc1ccc2nn(-c3ccccc3)nc2c1	6	21µM*	3	10%	2%	43%[activator]	-3.5	-7	-5%
CC(C)c1ccc(NC(=O)NN2CCOCC2)cc1	2	-7%	0	-5%	-15%	8%	-0.9	11	-7%
CCn1c(SCC(=O)N(C)c2ccccc2)nc2c([nH]c3ccccc32)c1=O	-1	-2%	1	0%	1%	10%	2.1	12	0%
CCn1c(SCC(=O)NC(C)c2ccccc2)nc2ccccc21 (configuration not stated)	-28	-10%	nt	-5%	0%	1%	-1.1	-20	9%
O=C(NC1CCCN(CCc2ccccc2)C1)c1c(F)cccc1F (configuration not stated)	-6	-8%	1	7%	0%	1%	0.3	0	6%
O=c1oc2ccccc2n1CCc1ccccc1	-3	-10%	0	6%	4%	15%	-2.6	0	-3%
COc1cccc(NC(=O)NNC(=O)c2ccc3c(c2)NC(=O)C(C)(C)O3)c1	4	-3%	7	-3%	6%	5%	0.7	-1	-1%
CCCCN(C(=O)c1cccc(C)c1)c1c(N)n(CCC)c(=O)[nH]c1=O	6	5%	0	-1%	0%	-5%	-0.2	11	1%
Cc1cc(C)c2oc(-c3ccc(Cl)c(NC(=O)c4ccc(C#N)cc4F)c3)nc2c1	1	-1%	-5	11%	12%	7%	-3.0	0	-20%
CC(=O)NC(CCS(C)(=O)=O)C(=O)Nc1ccccc1Cl (configuration not stated)	-9	-1%	4	2%	21%	-1%	0.3	-24	-1%
Cc1cc(C(O)c2ncc(-c3ccccc3Cl)[nH]2)ccc1F (configuration not stated)	2	-8%	4	-2%	-18%	4%	-0.4	-5	-7%
CN(C(=O)CSc1nc2cc([N+](=O)[O-])ccc2n1-c1ccc(F)cc1)C1CCS(=O)(=O)C1 (configuration not stated)	-7	-15%	0	10%	12%	22%	-1.3	-10	?
CCOC(=O)C1(C)CCCN1C(=O)c1cc(F)ccc1C (configuration not stated)	-1	-7%	8	9%	15%	7%	-0.1	0	2%
O=C(NN=Cc1cc(Br)c(O)c(Br)c1)c1ccccc1NS(=O)(=O)c1cccs1	4	?	-67*	-3%	-16%	75%[activator]	-3.9	-1	-33%
CCCCc1ccc(S(=O)(=O)NC(=O)C2(C)CCN2C(=O)CC2CC2)cc1 (configuration not stated)	7	-6%	3	-5%	23%	18%	0.7	-17	-11%
O=C1CN(c2nc(-c3ccccc3)c3ccccc3n2)c2ccccc2N1	4	2%	-6	2%	19%	74%[activator]	-4.5	19	-8%
CC(C)OC(=O)c1cc2c(ccn2C)n1CC(=O)N(Cc1ccccc1)c1ccc(F)cc1	23	-4%	-5	-2%	?	?	-0.5	0	-5%
COc1cccc(NC(=O)CNC(=O)c2ccccc2)c1	-5	-12%	-3	1%	18%	6%	0.6	-21	10%
O=C(NCc1ccco1)c1ccccc1O	0	3%	4	-4%	15%	6%	0.2	24	10%
COc1ccc(-n2cnc3ccccc32)cc1	-2	-7%	nt	-6%	-19%	?	-1.7	-5	-2%
O=C(/C=C/Nc1cccc(O)c1)c1ccccc1	2	-4%	nt	-4%	?	0%	3.2	-6	-14%
CC(=O)N1C[C@H]2CON(C)[C@H]2C[C@H]1c1ccc(-c2ccc(C#N)cc2)cc1	3	4%	-1	-3%	15%	1%	-0.8	-3	4%
CNc1cncc(-c2cc(OC)c(OC)c(OC)c2)n1	1	-8%	-2	23%	10%	1%	-0.3	4	1%

In another format: entries from further up
SMILES,DRD3 agonist,PLK1 PBD inh,PI5P4Ka inh,GLP-1R agonist,GLP-1R inv ag,HEK293 tox,IL2 activator,DRD3 antagonist,WRN helicase inh
Cc1cc(C(O)c2ncc(-c3ccccc3Cl)[nH]2)ccc1F (configuration not stated),2,-8%,4,-2%,-18%,4%,-0.4,-5,-7%
COc1cccc(NC(=O)CNC(=O)c2ccccc2)c1,-5,-12%,-3,1%,18%,6%,0.6,-21,10%

Entries of single compounds, looked up by structure. Values in the order: DRD3 agonist	PLK1 PBD inh	PI5P4Ka inh	GLP-1R agonist	GLP-1R inv ag	HEK293 tox	IL2 activator	DRD3 antagonist	WRN helicase inh
CCn1c(SCC(=O)NC(C)c2ccccc2)nc2ccccc21 (configuration not stated) across the screens: -28	-10%	nt	-5%	0%	1%	-1.1	-20	9%
CNc1cncc(-c2cc(OC)c(OC)c(OC)c2)n1 across the screens: 1	-8%	-2	23%	10%	1%	-0.3	4	1%

The list goes on.
SMILES	DRD3 agonist	PLK1 PBD inh	PI5P4Ka inh	GLP-1R agonist	GLP-1R inv ag	HEK293 tox	IL2 activator	DRD3 antagonist	WRN helicase inh
Cc1ccc(S(=O)(=O)Nc2ccc(N3CCOCC3)nc2)cc1	3	-13%	7	7%	22%	-4%	-0.1	-1	6%[57.1 µM]
COc1ccccc1CNC(=O)CCNS(=O)(=O)c1ccc2c(c1)CC(C)N2C(C)=O (configuration not stated)	-12	-7%	-1	0%	14%	-12%	-3.3	12	9%
COc1ccc2[nH]c3c(c2c1)CCN1C(=O)C(CC(=O)NCc2cccc(C(F)(F)F)c2)C[C@H](C(=O)N2CCCCC2)[C@@]31CCc1ccccc1 (some centres not stated)	-12	-17%	-1	-2%	-3%	-4%	-0.1	-7	2%
O=C(COC(=O)[C@H](Cc1ccccc1)NC(=O)c1cccs1)Nc1c(Cl)cccc1Cl	4	1%	-2	0%	4%	-11%	2.8	8	-6%[57.1 µM]
Oc1ccc(Br)cc1C=Nc1ccc(Cl)cc1	-1	21µM*	-13	-5%	-18%	5%	0.7	-3	-6%
C=CCSC1=Nc2cc(OC)c(OC)cc2C2=NC(=O)CN12	-3	-16%	1	9%	28%	6%	-1.9	-4	10%
COc1ccc(OC)c(C(C)NC(=O)c2ccc(Br)cc2)c1 (configuration not stated)	3	-13%	-9	3%	-14%	12%	-1.3	5	8%
O=C(CSc1nc2ccccc2n1CC(=O)N1CCCC1)N1CCN(C(=O)c2ccco2)CC1	3	-7%	nt	2%	3%	-21%	0.1	-4	-13%
Cc1ccc(NC(=S)NC(NC(=O)C(C)(C)C)C(Cl)(Cl)Cl)c(C)c1 (configuration not stated)	4	-3%	-3	-29%	?	7%	0.9	2	-6%
COc1ccc(N(C)S(=O)(=O)c2ccc3c(c2)NC(=O)CC(=O)N3)c(OC)c1	3	-10%	-1	-1%	7%	-1%	-2.6	1	-5%
O=C(CSc1ccccc1)N1CCCC(Nc2ccccc2)C1 (configuration not stated)	-5	8.4µM*	-28	12%	?	3%	-3.0	13	2%
CCOC(=O)c1sc(N)c(C(=O)Nc2ccccc2)c1C	4	9.5µM*	-19	-1%	-10%	-8%	-0.2	10	4%
O=C(Nc1ccc(Cl)c(C(F)(F)F)c1)C1Cc2c(-c3ccccc3Oc3ccccc3)ccnc2O1 (configuration not stated)	-3	-6%	7	-1%	?	-7%	-0.5	0	-17%
CN(C)CC(=O)c1ccc(-c2ccccc2)cc1	-14	-9%	nt	-19%	0%	-8%	-4.6	7	1%
COc1ccc(-c2[nH]ncc2CN2CCCO2)c(F)c1	0	-6%	1	10%	15%	26%	-0.1	0	-6%
O=C(CSc1nnc(Cc2ccccc2)o1)NCc1ccco1	5	-7%	-2	-6%	0%	-5%	0.0	-3	0%
COc1ccc(/C=C(\NC(=O)c2ccccc2)C(=O)N2CCN(C)CC2)cc1OC	4	2%	5	3%	1%	24%	0.1	-2	-3%
Cn1c(=O)[nH]c(=O)c2[nH]c(CN3CCN(C(=O)c4ccco4)CC3)nc21	-1	-5%	nt	2%	36%	6%	-2.6	-4	1%
CCOc1ccccc1NC(=O)c1c(Br)cnn1C	35*	-10%	-2	25%	21%	4%	-0.8	15	0%
O=C(C1CCN(S(=O)(=O)c2cccc3nsnc23)CC1)N1CCn2c1nc1ccccc12	-22	-5%	1	5%	26%	-10%	3.2	-101*	4%[57.1 µM]
CN(C)Cc1nnnn1-c1cccc(-n2nnnc2CN(C)C)c1	18	-4%	-1	-1%	8%	5%	-2.0	-4	7%
Cc1oc2cc3oc(=O)c(CCC(=O)NC4CC4)c(C)c3cc2c1C	79*	0%	0	6%	5%	1%	0.0	78	-5%
Cc1ccc(S(=O)(=O)N(C)CC(=O)NCC(=O)Nc2ccc(F)c(F)c2F)cc1	-9	-3%	2	-14%	?	3%	0.6	4	-25%
O=C1C2C3CCC(C3)C2C(=O)N1CNc1ccccc1 (configuration not stated)	-2	5%	-1	-6%	23%	-5%	0.9	4	-1%
COC(C(=O)NC(C(C)C)C(C)C)c1ccccc1 (configuration not stated)	-2	-17%	2	-1%	29%	43%[activator]	-0.8	-19	6%
COc1ccccc1N(C(=O)CNC(=O)c1ccco1)C(C(=O)NC1CCCC1)c1ccco1 (configuration not stated)	7	-8%	-3	5%	6%	?	-3.7	-4	4%
Fc1ccc(OCc2nnc(SCCN3CCOCC3)o2)cc1	1	-7%	1	1%	1%	-10%	2.7	-6	5%
CC(C)(C)NC(=O)NC(=O)COC(=O)c1cccc(OC(F)F)c1	-3	-6%	0	22%	10%	1%	-0.3	-25	6%
